# Screens as filed in PubChem.
# S3 lipid droplet: qHTS Assay for Lipid Storage Modulators in Drosophila S3 Cells. Drosophila S3 cells, BODIPY lipid droplet fluorescence, 18-24 h; cells fed with added oleic acid. lipid storage change, negative = inhibition, % at the top dose, mostly 46.1 µM; hits show Potency in µM. 0.64% of 320,000 active; active = well fitted inhibition curve with a large enough effect in the signal ratio, with a control signal flat, not every such curve was filed as active; inconclusive = small, poorly fitted or top-dose-only effect, or effect the other way, or a change in a side signal; the % refers to the signal ratio
#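 Drosophila S3 cells loaded with oleic acid (400 uM, as added) and compounds at several concentrations; lipid droplets imaged by 488-nm laser-scanning cytometry, 500–530 nm intensity and object ratio to cell channel. Percent activity normalized to 20 uM Triacsin C.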
# S3 lipid droplet cell count max: recorded beside S3 lipid droplet, whose call it bears; cell number change, %; measured here: cell count max response;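 cells counted by Cell Tracker Red CMTPX staining in the red channel; peak over a dose series mostly up to 46.1 µM; percent activity relative to internal control wells on each plate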
# Active calls of the source: *; i = inactive; ? = inconclusive; . = no result given. % is scaled to controls: 0 for no effect and ±100 for the full control effect; potency is read from the fitted curve at half-maximal effect.
SMILES,S3 lipid droplet,S3 lipid droplet cell count max
CC(C)Cc1cc(C(=O)Nc2sc3c(c2C#N)CCCC3)no1,17.3%,3.3
CC(Sc1nnc(-c2ccccc2Br)n1-c1cccc(C(F)(F)F)c1)C(N)=O (centres undefined),7.3%,-17.6
COC(=O)[C@H](C)NC(=O)N1CCC(Cc2ccccc2)CC1,-2.6%,-0.3
COc1ccc(CCNC(=O)CC2Nc3ccccc3NC2=O)cc1OC (centres undefined),?,.
Cc1oc(CC(C)C)c(CN)c1C(=O)O,?,.
CCN(CC)CCNCC1C(=O)O[C@@H]2C[C@@]3(C)CCC[C@H](C)C3=C[C@H]12 (some centres undefined),-4.7%,-7.4
CC(C)c1ccc(/C=C2\SC(=S)N(CC(=O)NCCCN3CCOCC3)C2=O)cc1,?,.
Cn1c(Oc2ccc3c(c2)OCO3)nc2c1c(=O)n(Cc1ccccc1)c(=O)n2C,?,.
CCn1cc([N+](=O)[O-])c(C(=O)Nc2cc(C)on2)n1,?,.
COc1cc(/C=N/N=C(/N)c2nonc2N)cc(Br)c1OCc1cccc(C)c1,?,.
COc1ccc2nc(NC(=O)C3CCCN(S(=O)(=O)c4c(C)noc4C)C3)sc2c1 (centres undefined),-2.2%,-10.4
COc1ccc(C)cc1S(=O)(=O)N(C)CC(=O)NC1CCCCC1,?,.
Nc1nnc(Sc2ncccc2[N+](=O)[O-])s1,7.8%,0.9
Nc1nc(Cl)nc2c1ncn2[C@@H]1O[C@H](CO)[C@@H](O)[C@H]1O,-2.0%,6.7
Cc1cc(C(=O)OCC(=O)c2cccs2)c2ccccc2n1,?,.
Cc1cc(F)ccc1S(=O)(=O)N1CCCOC1CNC(=O)C(=O)NCCCN1CCOCC1 (centres undefined),i,-2.6
COc1cc(C(=O)N2CCN(c3ccccc3)CC2)c([N+](=O)[O-])cc1OC,?,.
COc1ccccc1NC(=O)c1ccc2c(c1)CCN2S(C)(=O)=O,?,.
Cc1cc(Nc2ccc(F)c(Cl)c2)n2ncnc2n1,i,.
CC(NC(=O)c1ccccc1F)c1nnc(SCC(=O)NC2=NCCS2)n1C (centres undefined),i,-19.7
CCOC(=O)c1cc2sc(C)cc2n1CC(=O)N1CCN(C(=O)c2ccco2)CC1,-27.1%,-5.1
COc1ccc(Cl)cc1N(C(=O)Nc1cccc(Cl)c1)C1=NCC(C)S1 (centres undefined),?,.
CCCCNC(=O)Nc1ccccc1C(=O)NCc1ccco1,?,.
Cc1cccc(/C(N)=N/OC(=O)Cc2cccs2)c1,7.4%,11.0
Cc1cc(NC(=O)CCSc2ccc(Cl)cc2)no1,?,.

# (list continues)
SMILES,S3 lipid droplet,S3 lipid droplet cell count max
CN(C)S(=O)(=O)c1cccc(C(=O)NCC2CCCO2)c1 (centres undefined),-26.9%,-7.3
CC(=O)N1c2ccc(S(=O)(=O)N3CCC(C(=O)N4CCN(c5cccc(C(F)(F)F)c5)CC4)CC3)cc2CC1C (centres undefined),?,.
CCOc1ccc(NC(=O)Cn2cc(C(C)=O)c3ccccc32)cc1,-3.7%,-12.8
Cc1ccccc1NC(=O)CN1CCc2ccccc2C1,28.6%,23.8
O=C(NCc1ccccc1)c1cc(-c2ccncc2)nc2ccccc12,i,.
S=c1[nH]nc(-c2n[nH]c3c2CCC3)n1/N=C/C=C/c1ccco1,?,.
C[C@@H](C(=O)Nc1ccc2ccccc2c1)[C@H]1C[C@]1(C)[C@H](NP(=O)(c1ccccc1)c1ccccc1)c1ccccc1,5.8%,-3.4
Cc1ccc(C)c(SCC(=O)Nc2cc(S(=O)(=O)N3CCOCC3)ccc2C)c1,?,.
CCn1c(SCC(=O)OC(C)C)nnc1-c1ccccc1,?,.
O=C(NCCCN1CCCCC1)c1ccc(CS(=O)c2ccc(Cl)cc2)o1 (centres undefined),?,.
COc1ccc(NC(=O)/C(C#N)=C\c2cc(C)n(-c3ccc(Oc4ccc([N+](=O)[O-])cn4)cc3)c2C)cc1,i,.
CN(C)S(=O)(=O)c1ccc(N/C=C(\[N+](=O)[O-])S(=O)(=O)c2ccccc2)cc1,?,.
COc1ccc(Nc2nc(N3CCCCC3)c3ccccc3n2)cc1,-5.6%,-19.2
O=C(NCC1CCCO1)c1cccc2ccccc12 (centres undefined),?,.
O=C(NNS(=O)(=O)c1ccccc1[N+](=O)[O-])c1ccncc1,20.9%,.
CCCCCC(C)n1[nH]c(=O)cc1N (centres undefined),?,.
CCN(CC(=O)Nc1ccc(OC)cc1)C(=O)c1ccc2[nH]c3c(c2c1)CC(C)CC3 (centres undefined),-10.2%,16.0
O=C(/C=C/c1ccccc1)CC(=O)c1ccccc1O,10.7%,18.2
CCc1c(C)nc(N)n2c(SCC(=O)Nc3ccccc3)nnc12,?,.
Cc1cccc(OCCCC(=O)Nc2ccc(S(=O)(=O)Nc3onc(C)c3C)cc2)c1,-5.3%,1.6
COc1cccc(CN(CC(=O)NCc2ccccc2)C(=O)c2csnn2)c1,?,.
Cc1ccc(C(=O)N/C(=C\c2ccc(-c3ccc(Br)cc3)o2)C(=O)NCCCN(C)C)cc1,8.1%,-10.7
CC(=O)C1=C(O)C(=O)N(CCCO)C1c1ccccc1 (centres undefined),?,.
COc1ccc(CCN2C(=NC(C)=O)SC3CS(=O)(=O)CC32)cc1OC (centres undefined),?,.
O=C(NCCN1CCN(Cc2ccccc2)CC1)C1c2ccccc2C(=O)N2CCc3ccccc3C12 (centres undefined),0.3%,19.5

# Three entries already listed, ordered by formula weight, rising.
SMILES,S3 lipid droplet,S3 lipid droplet cell count max
COc1ccc(Nc2nc(N3CCCCC3)c3ccccc3n2)cc1,-5.6%,-19.2
O=C(NCCCN1CCCCC1)c1ccc(CS(=O)c2ccc(Cl)cc2)o1 (centres undefined),?,.
Cc1ccc(C)c(SCC(=O)Nc2cc(S(=O)(=O)N3CCOCC3)ccc2C)c1,?,.

# Further records
SMILES,S3 lipid droplet,S3 lipid droplet cell count max
CCOC(=O)C1CCN(C(=O)Nc2ccc(Cl)cc2)CC1,?,.
COC(=O)[C@@H](NC(=O)O[C@H]1C(=O)c2ccc(OC)cc2O[C@@H]1c1ccc2c(c1)OCO2)C(C)C,?,.
COc1ccccc1NC(=O)c1c(C)nn(-c2ccccc2)c1Cl,i,3.5
O=C(O)c1ccc(-c2nc(-c3ccc(Cl)c(Cl)c3)cs2)cc1,8.4%,6.9
COc1ccc2c(C)c(C)c(=O)oc2c1OC,-15.6%,14.2
COCCOC(=O)c1c(C)nc(SCC(=O)Nc2cccc3ccccc23)c(C#N)c1-c1ccco1,?,.
O=C(C[N+]1(CC#Cc2ccccc2)CCOCC1)c1ccc(Cl)cc1,5.9%,5.5
CCn1ccc(=N)cc1,?,.
COC(=O)c1ccc(CSc2nc3ccccc3o2)cc1,?,.
COc1ccc(NC(=O)C(c2ccccc2)N2CCN(c3ccccn3)CC2)cc1Cl (centres undefined),?,.
Oc1c(Br)cc(Br)cc1CNn1cnnc1,?,.
NC(=O)C1CCN(C(=O)Cc2ccc(-c3ccccc3)cc2)CC1,i,11.4
CN(C)N1C(N)=C(C#N)C(c2ccccc2Cl)C2=C1CCCC2=O (centres undefined),?,.
CN(C)c1cccc2c1c(NC(=O)c1ccc(Cl)cc1)nn2C,?,.
Cc1ccnc(NC(=O)c2ccc(COc3c(F)c(F)cc(F)c3F)o2)c1,?,.
Cc1cccc(CN2CCCC(C(=O)c3ccc4c5c(cccc35)CC4)C2)n1 (centres undefined),18.1%,7.2
CC(NCc1ccccc1O)C12CC3CC(CC(C3)C1)C2 (centres undefined),6.3%,-11.4
Cc1ccc2c(c1)N(CC(=O)N1CCCc3ccccc31)C(=O)CO2,11.8%,-4.5
COc1cccc(C2c3c(-c4ccccc4)n[nH]c3C(=O)N2c2ccc(C(=O)O)cc2)c1 (centres undefined),2.5%,7.4
Cc1ccc(S(=O)(=O)NCC(=O)N2CCc3ccccc3C2)cc1,i,17.2
CCOC(=O)c1nn(-c2ccccc2)c(=O)cc1OCC(=O)Nc1cc(C)ccc1C,?,.
Nc1c(C(=O)NCc2ccco2)c2nc3ccccc3nc2n1CCc1ccccc1,?,.
Cc1ccc(NC(=O)c2cc(=O)[nH]c3ccccc23)cc1C,?,.
O=C(O)c1ncsc1-c1ccccc1,14.1%,-7.2
CCn1c(Cc2ccccc2)nnc1SC(C)C(=O)NC1CC1 (centres undefined),?,.

# Seven neighbouring records from above, for reference:
SMILES,S3 lipid droplet,S3 lipid droplet cell count max
Cc1cc(F)ccc1S(=O)(=O)N1CCCOC1CNC(=O)C(=O)NCCCN1CCOCC1 (centres undefined),i,-2.6
COc1cc(C(=O)N2CCN(c3ccccc3)CC2)c([N+](=O)[O-])cc1OC,?,.
COc1ccccc1NC(=O)c1ccc2c(c1)CCN2S(C)(=O)=O,?,.
Cc1cc(Nc2ccc(F)c(Cl)c2)n2ncnc2n1,i,.
CC(NC(=O)c1ccccc1F)c1nnc(SCC(=O)NC2=NCCS2)n1C (centres undefined),i,-19.7
CCOC(=O)c1cc2sc(C)cc2n1CC(=O)N1CCN(C(=O)c2ccco2)CC1,-27.1%,-5.1
COc1ccc(Cl)cc1N(C(=O)Nc1cccc(Cl)c1)C1=NCC(C)S1 (centres undefined),?,.

# Going on with the list.
SMILES,S3 lipid droplet,S3 lipid droplet cell count max
COc1cc(/C=N/NC(=O)c2cc(O)cc(O)c2)ccc1OC(=O)c1ccccc1,?,.
C=CCn1c(=S)[nH]c2cc(C(=O)Nc3ccc(OC)c(OC)c3)ccc2c1=O,?,.
CCCCC1=NN(C(=O)c2ccncc2)C(O)(C(F)(F)F)C1 (centres undefined),-8.8%,-6.5
Cc1cc2oc(C(=O)Nc3ccc(S(=O)(=O)Nc4onc(C)c4C)cc3)cc(=O)c2cc1Cl,?,.
CC(Sc1nnc(N)s1)C(=O)Nc1nccs1 (centres undefined),-9.8%,-10.8
C#CCOCCOCCOCCNc1nc(N2CCN(C(=O)[C@H]([C@@H](C)CC)n3cc([C@@H](N)Cc4ccc(O)cc4)nn3)CC2)nc(N2CCN(C(=O)[C@H](Cc3cc4ccccc4[nH]3)n3cc([C@@H](N)CC(C)C)nn3)CC2)n1,?,.
CC1(C)CC(=O)C=C(NCc2ccncc2)C1,-19.8%,-8.6
CCCC1=C(C(=O)OCC)C(c2ccco2)C(C#N)=C(N)O1 (centres undefined),-0.4%,-26.8
NC(=O)C1CCN(C(=O)/C(=C/c2ccccc2)NC(=O)c2ccccc2)CC1,-13.1%,0.7
COc1ccc(Br)cc1C(=O)NC(=S)Nc1cc(-c2nc3ccccc3[nH]2)ccc1C,?,.
COCCSc1nnc(NC(=O)C2CC(=O)N(c3ccccc3)C2)s1 (centres undefined),?,.
O=C(Nc1cc(=O)[nH]c(=O)[nH]1)c1cc(Cl)ccc1Cl,?,.
COc1ccc(C2(CNC(=O)/C=C\c3ccco3)CCCC2)cc1OC,i,.
COC(=O)[C@@]1(Cc2ccccc2)[C@@H]2C(=CC(=O)[C@H]2CC(=O)C(=O)N(C)C)CN1C(=O)c1ccccc1,?,.
CCCc1ccc(C(=O)NC(=O)c2ccccc2O)cc1,?,.
Cc1cc(N(CN2CCCC2=O)C(=O)c2ccc(OC(C)C)cc2)no1,19.8%,-2.1
CCN(CC)S(=O)(=O)c1cc(C)ccc1SC,-1.3%,-14.8
CC1CCN(C(=O)c2ccc(NS(=O)(=O)c3cccs3)cc2)CC1,i,-18.3
CCOC1CC(C)(C)NC(=S)N1 (centres undefined),?,.
CC(=O)NNc1ccc(C(F)(F)F)cc1[N+](=O)[O-],2.4%,8.2
Cn1c(C(=O)NCCC2=CCCCC2)cc2c(=O)n3ccccc3nc21,i,.
COc1cccc(-c2noc(C3CCCN(C(=O)c4cccc(F)c4)C3)n2)c1 (centres undefined),i,-8.1
Cc1cccc(N2CC(C(=O)Nc3nnc(SCc4cccnc4)s3)CC2=O)c1 (centres undefined),1.0%,0.5
O=[n+]1c2c(n([O-])c3cc(F)ccc31)CCCC2,?,.
CCOC(=O)CNC(=O)C(CC(N)=O)NC(=O)OC(C)(C)C (centres undefined),?,.

# Further entries
SMILES,S3 lipid droplet,S3 lipid droplet cell count max
Cc1noc(C)c1S(=O)(=O)N1CCCC(C(=O)Nc2ccc(Cl)cn2)C1 (centres undefined),?,.
CCN(CC)S(=O)(=O)c1ccc2[nH]c(=O)[nH]c2c1,?,.
C=CCNC(=S)N(Cc1ccccc1)Cc1ccc(F)cc1,?,.
Cc1cc2cc(CNC(=O)Nc3cccc(Cl)c3)ccc2n1C,?,.
Cc1ccc(N2C(=O)C(Cl)=C(N3CCCCCC3)C2=O)cc1,i,-20.2
Cc1ccc(NC(=O)CSCC(=O)N2CCCc3ccccc32)cc1,?,.
CO[C@H]1C[C@@H]2CC[C@@H](C)[C@@](O)(O2)C(=O)C(=O)N2CCCC[C@H]2C(=O)O[C@H]([C@H](C)C[C@@H]2CC[C@@H](O)[C@H](OC)C2)CC(=O)[C@H](C)C=C(C)[C@@H](O)[C@@H](OC)C(=O)[C@H](C)C[C@H](C)C=CC=CC=C1C,-40.4%,.
CC(Sc1nnc(-c2cccs2)n1-c1ccccc1)C(=O)NCc1ccc2c(c1)OCO2 (centres undefined),?,.
O=C(NNC(=O)c1ccc(=O)[nH]c1)c1ccc(NS(=O)(=O)c2cccs2)cc1,2.9%,7.7
Cc1ccc(OCCn2c(=O)cnc3ccccc32)cc1,1.6%,17.2
Cc1ccc(CS(=O)Cc2ccc(C(=O)NCc3ccccc3)o2)cc1 (centres undefined),i,.
CC(C)c1cc(C(=O)N2CCCC(CCC(=O)NCc3ccccc3F)C2)n(C)n1 (centres undefined),?,.

# 2 records picked at random from those above, as already listed:
SMILES,S3 lipid droplet,S3 lipid droplet cell count max
Cc1ccc(NC(=O)CSCC(=O)N2CCCc3ccccc32)cc1,?,.
CCOc1ccc(NC(=O)Cn2cc(C(C)=O)c3ccccc32)cc1,-3.7%,-12.8

# Not all compounds are listed; count on the stated rates, not on these rows.
